Screening results from PubChem BioAssay.
D1 potentiator: enhances dopamine response at the human D1 receptor; HEK293 TREx D1 cells, calcium flux, dopamine EC20 potentiation; AID 504651; potentiation, % at 10 µM; P21728; actives 0.036% (n = 360,000); in the data active = potentiation above about 30%; note: 0% is about no effect
D2 potentiator: positive allosteric modulators of human D2 dopamine receptor. actives 0.34% (n = 340,000). AID 485347. HEK293 T-REx D2, calcium flux, EC20 dopamine potentiation. P14416. potentiation, % at 10 µM;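 active = potentiation over 3 SD above the plate norm, cut at about 30% in these data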; note: 0% is about no effect
Target sequence (P14416 whole entry, looked up): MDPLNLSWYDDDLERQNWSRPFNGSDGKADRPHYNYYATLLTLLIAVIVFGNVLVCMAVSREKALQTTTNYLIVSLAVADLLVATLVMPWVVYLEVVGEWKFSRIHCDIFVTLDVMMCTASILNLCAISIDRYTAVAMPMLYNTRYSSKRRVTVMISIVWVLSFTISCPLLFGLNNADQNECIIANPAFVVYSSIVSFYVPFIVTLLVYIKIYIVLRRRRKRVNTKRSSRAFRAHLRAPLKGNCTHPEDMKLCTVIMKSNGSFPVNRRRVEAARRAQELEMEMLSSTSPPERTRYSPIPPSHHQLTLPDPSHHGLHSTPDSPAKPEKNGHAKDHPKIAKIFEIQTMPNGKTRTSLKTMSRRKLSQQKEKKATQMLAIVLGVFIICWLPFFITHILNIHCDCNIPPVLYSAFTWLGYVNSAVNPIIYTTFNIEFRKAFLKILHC
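Tetracycline-induced Hek293 Trex D2 cells, force-coupled to calcium, loaded with no-wash calcium dye. Compound added with 180 s kinetic read for agonism, then EC20 dopamine and a further 180 s read for potentiation.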
D1 agonist: agonists of human D1 dopamine receptor; HEK293 T-REx D1 cells, calcium flux, agonist mode; P21728; activation, % at 2 µM; AID 504660; actives 1% (n = 360,000); note: 0% is about no effect
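Agonism was scored from calcium flux recorded over 180 s (1 read/s) after pintool compound addition, following a 10-cycle baseline. Cells were inducible force-coupled HEK293 TREx D1, plated overnight at 30 C and loaded with no-wash calcium dye.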
RXFP1 antag: RXFP1 (human) relaxin receptor antagonism; Q9HBX9; HEK293-RXFP1, relaxin-stimulated cAMP HTRF, 30 min; stronger effect = lower value; activity change, negative = inhibition, % at 57.5 µM; actives 0.59% (n = 350,000);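 active = activity change of -60% or lower, but not beyond a set lower limit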; note: % is set by controls: 0 for no effect and ±100 for the full control effect
D2 ag: D2 dopamine receptor (human) agonism; activation, % at 2 µM; HEK293 T-REx D2 cells, calcium flux agonist mode; actives 0.53% (n = 340,000);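 active = activation over 3 SD above normal in the single-dose calcium agonist read, cut at about 30% in these data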; note: 0% is about no effect
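Agonism scored from kinetic calcium signal (1 read/sec, 180 s) following compound pin transfer, after a 10 s baseline. Cells: HEK293 Trex line expressing inducible D2 receptor coupled to calcium, dye-loaded after overnight culture at 30 C.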
D2 antagonist: D2 dopamine receptor (human) antagonism; P14416; HEK293 TREx D2 cells, calcium flux, dopamine EC80; inhibition, % at 10 µM; actives 2% (n = 340,000); in the data active = inhibition above about 30%; note: 0% is about no effect
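HEK293 T-REx D2 cells, tet-induced, calcium dye no-wash. Cpd pintool add, 180 s kinetic, then EC80 DA, 180 s kinetic. Ca flux read.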
D1 antagonist: blocks dopamine activation of the human D1 receptor; P21728; HEK293 TREx D1 cells, calcium flux, dopamine EC80; stronger effect = lower value; activity change, negative = inhibition, % at 10 µM; actives 3.2% (n = 360,000); AID 504652; in the data active = activity change below about -30%; note: % is set by controls: 0 for no effect and ±100 for the full control effect
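Using tetracycline-induced force-coupled D1 Hek293 cells and a calcium dye, signals were followed for 180 s after compound, then for 180 s after EC80 dopamine, to detect inhibitors.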
TRHR ag: TRH receptor (human) agonism | P34981 | TRHR cells, calcium flux fluo-8, FDSS agonist mode | activation, % at 2 µM | actives 0.18% (n = 360,000); note: 0% is about no effect
Target sequence (P34981 whole entry, looked up): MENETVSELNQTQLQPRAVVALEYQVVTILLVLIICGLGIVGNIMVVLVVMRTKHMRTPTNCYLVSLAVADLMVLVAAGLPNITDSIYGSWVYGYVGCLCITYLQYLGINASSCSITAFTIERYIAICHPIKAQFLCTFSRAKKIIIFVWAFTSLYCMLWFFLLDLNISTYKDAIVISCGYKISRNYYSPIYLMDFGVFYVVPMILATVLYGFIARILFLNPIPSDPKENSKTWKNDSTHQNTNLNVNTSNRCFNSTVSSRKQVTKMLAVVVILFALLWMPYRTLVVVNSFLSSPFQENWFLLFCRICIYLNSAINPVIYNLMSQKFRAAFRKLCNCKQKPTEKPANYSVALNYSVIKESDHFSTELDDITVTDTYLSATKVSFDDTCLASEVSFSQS
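Read-out: compound-evoked intracellular calcium rise in TRHR cells, fluo-8 dye, kinetic FDSS fluorescence at 1 s/cycle following a 10-cycle baseline. Cells cultured overnight before dye loading (30 min–1.5 h, RT).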
TRHR PAM: allosteric enhancers of human TRH receptor. P34981. TRHR cells, fluo-8 calcium fluorescence, EC20 TRH enhancement. enhancement, % at 2 µM. actives 0.66% (n = 360,000). AID 493056; in the data active = enhancement above about 30%; note: 0% is about no effect
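TRHR-expressing cells loaded with fluo-8 calcium dye were read kinetically (ex 480/em 530) during compound addition, then stimulated with an EC20 of TRH (10 nM final). Enhancement of the Gq-mediated intracellular calcium response was scored.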
Numbers without * were called inactive; . = not tested or not shown. Cut-off read from the data, not from the text of the source, unless noted: active = activation above about 30%; inactive = the rest.

Sample of the layout, 5 compounds:
nr | compound | D1 potentiator | D2 potentiator | D1 agonist | RXFP1 antag | D2 ag
1 | O=c1cc(-c2ccccc2)[nH]c2[nH]n(-c3ccccc3)c(=O)c12 | -2 | -3 | 0 | -7 | 0.4
2 | COc1ccc(C(=O)C2CCCN(C(=O)Cn3cncn3)C2)cc1OC (stereo not drawn) | -7 | -7 | 5 | 8 | 1.3
3 | CCOc1ccc(C(=O)OCC(=O)N(Cc2ccccc2)Cc2ccccc2)cc1OC | -7 | -4 | 10 | 0 | 0.4
4 | COc1cccc(OCc2nc3ncc(Br)cc3[nH]2)c1 | -6 | -6 | 0 | -11 | -0.1
5 | Cn1nnnc1SCC(=O)NC(=O)NCc1ccccc1 | 2 | -4 | 4 | 5 | 0.3

nr | D2 antagonist | D1 antagonist | TRHR ag | TRHR PAM
1 | -22 | -2 | 0.4 | 3
2 | -15 | -7 | 0.5 | 8
3 | 30 | 5 | 0.4 | 1
4 | -4 | 2 | -1.4 | 8
5 | -24 | -20 | 1.0 | 2

The whole of this part, from the first entry:
nr | compound | D1 potentiator | D2 potentiator | D1 agonist | RXFP1 antag | D2 ag
1 | O=c1cc(-c2ccccc2)[nH]c2[nH]n(-c3ccccc3)c(=O)c12 | -2 | -3 | 0 | -7 | 0.4
2 | COc1ccc(C(=O)C2CCCN(C(=O)Cn3cncn3)C2)cc1OC (stereo not drawn) | -7 | -7 | 5 | 8 | 1.3
3 | CCOc1ccc(C(=O)OCC(=O)N(Cc2ccccc2)Cc2ccccc2)cc1OC | -7 | -4 | 10 | 0 | 0.4
4 | COc1cccc(OCc2nc3ncc(Br)cc3[nH]2)c1 | -6 | -6 | 0 | -11 | -0.1
5 | Cn1nnnc1SCC(=O)NC(=O)NCc1ccccc1 | 2 | -4 | 4 | 5 | 0.3
6 | COC(=O)c1ccc(Cn2nnc3c(=O)[nH]c(C4CCCN(S(=O)(=O)c5ccc(C)cc5)C4)nc32)cc1 (stereo not drawn) | 1 | 4 | 1 | 1 | -0.7
7 | CCN(CC)C(=O)CSc1nc2ccc(NC(=O)CSc3nnc(COc4ccccc4C)n3C)cc2s1 | -7 | 0 | 1 | -13 | 0.8
8 | Cc1ccc(S(=O)(=O)N(C)C)cc1NC(=O)COC(=O)CN1C(=O)c2ccccc2C1=O | -13 | -15 | 0 | 7 | 0.5
9 | O=C(N=Nc1c(O)n(Cc2ccccc2)c2ccccc12)c1ccncc1 | -2 | -6 | 1 | -12 | -0.1
10 | COc1ccc(CN(C2CCCCC2C)S(=O)(=O)c2ccc(S(=O)(=O)N(C)C)cc2)cc1OC (stereo not drawn) | -9 | 12 | 3 | -1 | 12

nr | D2 antagonist | D1 antagonist | TRHR ag | TRHR PAM
1 | -22 | -2 | 0.4 | 3
2 | -15 | -7 | 0.5 | 8
3 | 30 | 5 | 0.4 | 1
4 | -4 | 2 | -1.4 | 8
5 | -24 | -20 | 1.0 | 2
6 | -6 | -2 | -0.1 | -10
7 | 0 | -16 | 0.8 | -3
8 | -20 | -22 | -0.4 | -8
9 | 4 | 6 | 0.1 | 1
10 | -3 | 2 | 13 | 6

(further entries)
nr | compound | D1 potentiator | D2 potentiator | D1 agonist | RXFP1 antag | D2 ag
11 | COc1cccc(CN(C)C(=O)c2sccc2-c2ccccc2)c1OC | -7 | -4 | 2 | 1 | -0.2
12 | Cc1cc(C(=O)COC(=O)Cn2cnc3c2c(=O)n(C)c(=O)n3C)c(C)n1C | -3 | 9 | 0 | 2 | 0.3
13 | CC1CCCCN1C/C=C/c1ccccc1[N+](=O)[O-] (stereo not drawn) | -5 | -9 | 4 | -26 | -0.5
14 | Cc1ccc(C)c(-c2csc(NC(=O)C3=COCCO3)n2)c1 | -3 | -7 | 2 | 6 | -0.2
15 | COc1ccc(OCC(=O)Nc2ccccc2C(=O)NC(C)C)cc1 | -3 | -20 | 5 | 2 | -1.8
16 | O=C(Cc1ccc2c(c1)OCCO2)N/N=C/c1ccco1 | -2 | -3 | 2 | 5 | 0.2
17 | CCN(CC)S(=O)(=O)c1ccc(C(=O)OCC(=O)Nc2sc3c(c2C#N)CCCCC3)cc1 | 0 | -2 | 6 | -24 | 0.9
18 | Cc1ccc(CCNC(=O)c2nnc(Cc3cccc(F)c3)o2)cc1 | 0 | 11 | -2 | -3 | 1.6
19 | COC(=O)c1ccc(/C=N/Nc2nc(N3CCCCC3)nc(N3CCCCC3)n2)cc1 | 0 | 3 | 2 | -9 | 0.0
20 | CC[C@@H]1CC=C[C@H]2[C@H]1C(=O)N(Cc1ccccc1)[C@H]2c1ccc2ccccc2c1 | 1 | 17 | 7 | . | 0.3

nr | D2 antagonist | D1 antagonist | TRHR ag | TRHR PAM
11 | -6 | 3 | 8.7 | -6
12 | 45* | 22 | 0.1 | 14
13 | 22 | -10 | 0.8 | 5
14 | 11 | -22 | 0.2 | 7
15 | -9 | 5 | 0.1 | -2
16 | -5 | -11 | 0.9 | 1
17 | -5 | -5 | 1.7 | 17
18 | . | -1 | -0.2 | 14
19 | 2 | -26 | 0.1 | -1
20 | 14 | -7 | 0.5 | -2

Entries of single compounds from above. Order of values: D1 potentiator	D2 potentiator	D1 agonist	RXFP1 antag	D2 ag	D2 antagonist	D1 antagonist	TRHR ag	TRHR PAM
`CC1CCCCN1C/C=C/c1ccccc1[N+](=O)[O-]` (stereo not drawn) is entered as -5	-9	4	-26	-0.5	22	-10	0.8	5
`COc1ccc(OCC(=O)Nc2ccccc2C(=O)NC(C)C)cc1` is entered as -3	-20	5	2	-1.8	-9	5	0.1	-2
`O=C(Cc1ccc2c(c1)OCCO2)N/N=C/c1ccco1` is entered as -2	-3	2	5	0.2	-5	-11	0.9	1
`Cc1cc(C(=O)COC(=O)Cn2cnc3c2c(=O)n(C)c(=O)n3C)c(C)n1C` is entered as -3	9	0	2	0.3	45*	22	0.1	14
`Cc1ccc(CCNC(=O)c2nnc(Cc3cccc(F)c3)o2)cc1` is entered as 0	11	-2	-3	1.6	.	-1	-0.2	14

More compounds.
nr | compound | D1 potentiator | D2 potentiator | D1 agonist | RXFP1 antag | D2 ag
21 | C/[N+]([O-])=C/c1c(OCc2ccccc2)ccc2ccccc12 | 0 | 5 | 1 | 5 | 0.3
22 | C[C@@H](CSc1ccccc1)CN1CC[C@H](NC(=O)OCc2ccccc2)CCC1=O | -11 | 8 | 5 | . | 1.5
23 | COc1ccc(-c2noc(CCC(=O)Nc3cccnc3)n2)cc1 | -8 | 6 | 18 | -12 | -1.0
24 | NC(=O)COc1c(-c2ccco2)oc2ccccc2c1=O | -1 | 8 | 2 | 2 | 2.9
25 | COc1ccc(C)cc1NC(=O)CCS(=O)(=O)c1ccc2c(c1)CC(=O)N2C | -1 | -4 | 2 | . | 0.4
26 | O=C(NC1CCCC1)c1ccccc1-c1nc2ccccc2[nH]1 | 4 | 7 | 0 | -5 | 0.2
27 | CN(C)c1ccc(-c2nc(-c3cccs3)c(-c3cccs3)[nH]2)cc1 | -1 | -10 | 3 | -1 | 0.3
28 | CC(=O)N1CCN(c2ccc(C(N)=O)cc2[N+](=O)[O-])CC1 | -2 | 2 | 7 | -4 | 1.0
29 | CC(=O)Nc1nc(-c2cc([N+](=O)[O-])cs2)cs1 | -2 | 0 | 2 | 3 | 0.3
30 | CCOC(=O)N1CCN(S(=O)(=O)c2cc(OCC)ccc2OCC)CC1 | 12 | 7 | 0 | -2 | -1.6

nr | D2 antagonist | D1 antagonist | TRHR ag | TRHR PAM
21 | 2 | -10 | -0.3 | 29
22 | -18 | -13 | 0.4 | -3
23 | 0 | -26 | 0.3 | -2
24 | -7 | 22 | 1.4 | 4
25 | . | -32* | 0.1 | 12
26 | 2 | -2 | 0.8 | -6
27 | . | 14 | 2.2 | -8
28 | 9 | 1 | 0.6 | -3
29 | -1 | -7 | -0.3 | 7
30 | -1 | 0 | -0.1 | 2

New compounds follow.
nr | compound | D1 potentiator | D2 potentiator | D1 agonist | RXFP1 antag | D2 ag
31 | COc1ccc(-n2nnnc2SCC(=O)Nc2ccc3c(c2)OCCO3)c(OC)c1 | -7 | 1 | 4 | 2 | 0.3
32 | CSCCC(NS(=O)(=O)c1cccs1)C(=O)NCc1ccc(C)cc1 (stereo not drawn) | 0 | 8 | -2 | 2 | -1.0
33 | CC1CCN(C(=O)C2CCN(CCCc3ccccc3)CC2)CC1 | -5 | . | 2 | . | .
34 | CCOc1ccccc1CNC(=O)c1cn(-c2ccc(OC)cc2)c(=O)c2ccccc12 | -4 | 8 | 1 | 8 | -0.4
35 | Cc1cccc(OCc2nc(-c3ccc(-n4cccc4)cc3)no2)c1 | 11 | 15 | 0 | . | -1.5
36 | CCOc1ccc(CN2CCc3nc(Nc4ccc5c(c4)OCCO5)ncc3C2)cc1 | 3 | 6 | 2 | -9 | 1.8
37 | Cc1cc(CSc2ccccc2)ccc1NC(=O)c1ccc(Br)cc1 | -7 | . | 15 | 1 | .
38 | CCCCCCNCCn1cnc2c(N)ncnc21 | -4 | -7 | 2 | 13 | 0.6
39 | CNc1snc(C)c1C(=O)OC(C)C(=O)NCc1ccccc1 (stereo not drawn) | -1 | -3 | 6 | 14 | -0.4
40 | COC(=O)c1cc(C)sc1NC(=O)CSc1ncccn1 | -2 | 6 | 3 | -3 | 0.4
41 | COCCCNc1cc(C)nc2ccccc12 | -5 | -5 | 0 | -1 | 0.1
42 | Cc1cccc(C(=O)NCC(=O)NCC(c2cccs2)N2CCOCC2)c1 (stereo not drawn) | 1 | 12 | 1 | -3 | -0.3

nr | D2 antagonist | D1 antagonist | TRHR ag | TRHR PAM
31 | 9 | -16 | -0.8 | -3
32 | -3 | -10 | 0.0 | -4
33 | . | -6 | -1.3 | -2
34 | . | -12 | 0.2 | 4
35 | -45 | 18 | -0.5 | 7
36 | . | 18 | 1.6 | 3
37 | . | -11 | 2.0 | -7
38 | 22 | -1 | -0.4 | -5
39 | -13 | 6 | 0.6 | 2
40 | -2 | -6 | -0.6 | -1
41 | -13 | 2 | 1.6 | -4
42 | 8 | 2 | -0.7 | 3

Outcome played no part in choosing rows; any-hit rate near 7.3%.
